HEK293 viab – reduces viability of HEK-293 SNCA reporter cells; HEK-293-SNCA-luc viability, GF-AFC fluorescence, 24 h; Potency, µM (top dose mostly 57.1 µM), for the others: at the highest dose activity change, negative = cytotoxicity, actives largely listed as cytotoxic; 150,000 tested, 0.12% active;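 note: potency is the fitted concentration of half-maximal effect; 0% = DMSO-treated cells and -100% = medium-only wells without cells; nearly all actives have a fitted effect of over 30% in size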
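HEK-293-SNCA-luc cells (1500/well) plated 24 h, then exposed 24 h to a dilution series; GF-AFC added 30 min at 37C, fluorescence 405/540 nm; normalised to medium-only and DMSO wells, Hill fit.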
GPT2 inhibitor – GPT2 alanine aminotransferase inhibition; Q8TD30; Recombinant GPT2, coupled pyruvate oxidase/HRP Amplex Red fluorescence; Potency, µM (titrated, usually from 57.7 µM), inactives show at the highest dose activity change, negative = inhibition, usual class: inhibitors; 100,000 tested, 0.25% active; AID 1671188; note: potency is the fitted concentration of half-maximal effect; nearly all actives have a fitted effect of over 60% in size; many of its hits are not listed in these tables
Target sequence (Q8TD30 whole entry, looked up): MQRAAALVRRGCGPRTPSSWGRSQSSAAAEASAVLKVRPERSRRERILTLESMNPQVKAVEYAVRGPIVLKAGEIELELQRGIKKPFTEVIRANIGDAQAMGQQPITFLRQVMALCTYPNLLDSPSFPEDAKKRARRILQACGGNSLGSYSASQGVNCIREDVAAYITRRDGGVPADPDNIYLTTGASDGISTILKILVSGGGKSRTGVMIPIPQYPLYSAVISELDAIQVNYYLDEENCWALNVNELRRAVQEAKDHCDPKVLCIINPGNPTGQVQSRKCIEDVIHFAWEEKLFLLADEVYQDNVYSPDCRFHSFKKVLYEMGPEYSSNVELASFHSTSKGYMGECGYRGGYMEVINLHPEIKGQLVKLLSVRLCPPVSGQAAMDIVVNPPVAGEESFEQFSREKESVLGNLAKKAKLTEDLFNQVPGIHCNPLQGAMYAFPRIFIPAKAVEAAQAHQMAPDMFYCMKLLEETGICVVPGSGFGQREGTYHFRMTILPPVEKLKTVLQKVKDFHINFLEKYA
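GPT2 10ng/uL, a-KG 250uM, L-Ala 2mM, HEPES pH7.5 + 0.0001% Tween; 30 min RT. Then Amplex mix (PO/HRP/ThPP), 30 min RT dark, fluorescence. AOA 50uM used as positive control.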
SNCA expr inhib – SNCA gene expression inhibition | Potency, µM (titrated, usually from 57.2 µM), inactives show at the top dose activity change, negative = inhibition, usual class: inhibitors | AID 1671194 | HEK-293 SNCA-luciferase knock-in, luminescence, 24 h | 140,000 tested, 0.17% active;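 note: potency is the fitted concentration of half-maximal effect; plate controls were DMSO cells for no effect and cell-free wells for full effect; nearly all actives have a fitted effect of over 45% in size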
Luciferase inh – blocks purified firefly luciferase enzyme activity. purified P. pyralis luciferase, luminescence, biochemical. P08659. Potency, µM (top dose mostly 115 µM), inactives show top-dose activity change, negative = inhibition, usual class: inhibitors. AID 1347043. 76,000 tested, 2.5% active; note: potency is the fitted concentration of half-maximal effect; nearly all actives have a fitted effect of over 65% in size
Target sequence (P08659 whole entry, looked up): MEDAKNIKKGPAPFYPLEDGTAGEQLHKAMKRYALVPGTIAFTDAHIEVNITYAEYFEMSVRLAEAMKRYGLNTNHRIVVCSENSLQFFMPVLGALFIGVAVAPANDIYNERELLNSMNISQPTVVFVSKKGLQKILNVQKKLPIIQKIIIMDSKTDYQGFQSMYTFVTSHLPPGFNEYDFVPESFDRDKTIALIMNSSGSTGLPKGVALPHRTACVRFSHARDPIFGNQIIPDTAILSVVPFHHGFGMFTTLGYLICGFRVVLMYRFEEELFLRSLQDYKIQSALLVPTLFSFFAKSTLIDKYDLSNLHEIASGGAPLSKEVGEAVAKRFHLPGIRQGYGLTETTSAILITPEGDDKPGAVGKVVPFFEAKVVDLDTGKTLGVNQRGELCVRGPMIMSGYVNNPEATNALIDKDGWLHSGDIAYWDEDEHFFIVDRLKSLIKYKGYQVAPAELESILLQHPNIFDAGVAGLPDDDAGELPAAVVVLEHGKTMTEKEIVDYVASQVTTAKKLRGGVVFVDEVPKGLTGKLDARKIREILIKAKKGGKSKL
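Purified P. pyralis luciferase (10nM final) in 50mM Tris acetate pH 7.5, 10mM Mg acetate, 0.01% Tween-20, 0.05% BSA with 10uM D-luciferin and 10uM ATP. Compounds titrated qHTS. Luminescence imaged on CCD.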
HEK293 tox – cytotoxic compounds in HEK 293 cells; 94,000 tested, 6.6% active; Potency, µM (top dose mostly 115 µM), without a hit: at the top dose activity change, negative = cytotoxicity, usual class: inhibitors; HEK 293 viability, ATP luminescence (CellTiter-Glo), 48-72 h; note: potency is the fitted concentration of half-maximal effect; nearly all actives have a fitted effect of over 60% in size
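HEK 293 cells at 250 cells/well were exposed to compounds by pintool transfer for 48 or 72 hr at 37 degree Celsius, 5% CO2. Viability was read as ATP-coupled luminescence with CellTiter-Glo after 10 min at room temperature.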
IP6K1 inhibitor – IP6K1 kinase inhibition; activity change, % (series mostly up to about 58 µM); Q92551; IP6K1 kinase, ADP-Glo luminescence, 2 h; stronger effect = lower value; 140,000 tested, 0.81% active; in the data active = activity change below about -25%
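ADP-Glo luminescence measures ADP made by human IP6K1 during a 2 h RT reaction with ATP/IP6 (mix at 1.3 mM/130 uM); top library doses 57.5 and 19.1 uM final.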
3T3 cytotox – cytotoxic compounds in NIH 3T3 cells; NIH 3T3 viability, CellTiter-Glo ATP luminescence, 48-72 h; Potency, µM (titrated, usually from 96.7 µM), for inactives: top-dose activity change, negative = cytotoxicity, actives largely listed as inhibitors; 94,000 tested, 4.3% active; AID 1345082; note: potency is the fitted concentration of half-maximal effect; nearly all actives have a fitted effect of over 55% in size
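Cells were seeded at 400 per well, treated with pin-transferred compound, and kept 48 or 72 hr at 37 °C before CellTiter-Glo addition and luminescence imaging of cellular ATP.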
* hit, by the source's call; i = inactive; u = inconclusive; x = no result given; [ ] = remark or other dose. Unless noted, calls come from the whole dose curve; as a rule, active = well fitted curve in the direction sought with a large enough effect; inconclusive = small, poorly fitted or top-dose-only effect, or another doubt; inactive = no such curve, though single readings can be large; an effect the other way counts as inactive or inconclusive. Unless noted, % is set by controls: 0 for no effect and ±100 for the full control effect. Only part of the results is shown; rates above refer to the full screens.

mol | HEK293 viab | GPT2 inhibitor | SNCA expr inhib | Luciferase inh | HEK293 tox | IP6K1 inhibitor | 3T3 cytotox
Cc1ccc(OCC(=O)OC2=C(C(=O)c3ccccc3)N(C)S(=O)(=O)c3ccccc32)cc1 | -1% | x | 2% | x | x | 17 | x
Cc1nnc(N2CCN(c3cccc(Cl)c3)CC2)c2c1nnn2Cc1ccc(F)cc1 | -4% | x | -17% | x | x | -2 | x
COc1ccc(-c2cc(C(=O)NCC3CC3)c3c(C4CCNC4)noc3n2)cc1 (stereo not drawn) | 3% | u | -4% | x | u | 13 | u
CCOC(=O)N1CCC(N(C)CC2CCN(CCc3ccc(F)cc3)CC2)CC1 | 1% | i | u | -9% | u | 3 | u
COc1ccc(-c2nsc(NC(=O)c3ccccc3Br)n2)cc1 | 14% | x | 73%[activator] | x | x | 13 | x
Cn1c(SCC(=O)N2CCCc3ccccc32)ncc(C(=O)Nc2ccccc2)c1=O | 3% | x | 32%[activator] | x | x | -3 | x
Cc1noc(-c2cccs2)c1C(=O)NC(C)c1ccccc1 (stereo not drawn) | 5% | 2% | -27% | 4% | -17% | 4 | -26%
COC(=O)c1ccccc1NC(=O)CSc1nc2sc3c(c2c(=O)[nH]1)CCCC3 | 8% | x | 0% | x | x | 3 | x
Cc1nnc(NCc2ccc(F)cc2)c2c1nnn2Cc1ccccc1Cl | -1% | x | 0% | x | x | 44 | x
CC[C@H](NC(=O)[C@H](CS(=O)(=O)CC1CC1)N[C@@H](c1ccc(F)cc1)C(F)(F)F)C(=O)C(=O)NC1CC1 | -16% | i | x | x | x | 5 | x
Cc1ccccc1C(=O)N(C)Cc1cccc(C(F)(F)F)c1 | -5%[87.6 µM] | i | -16%[87.6 µM] | 5%[172 µM] | u | -7 | u
Cc1ccc(S(=O)(=O)C(CNS(=O)(=O)c2cc(F)ccc2F)c2cccs2)cc1 (stereo not drawn) | u | x | u | x | x | 6 | x
CCS(=O)(=O)N1C[C@@H](COC)[C@H](c2nc(C3CC3)no2)C1 | -1% | -3% | 10% | -2% | -24% | 9 | -11%
CCc1nn(CC(=O)NC(C)c2ccccc2)c(=O)c2cc3sccc3n12 (stereo not drawn) | 8% | x | 4% | x | x | 2 | x
COCCOCC(=O)N1CCCC(c2nn(C)c(=O)n2C(C)C)C1 (stereo not drawn) | 3% | i | -2% | -5% | 4% | 6 | 2%
Cc1ccc(CCCN2CCCC(COc3ccccc3C(=O)NC(C)C)C2)o1 (stereo not drawn) | -16% | -25% | -22% | 12% | u | -17 | u
COc1ccc(-c2cc3nc4c(c(=O)n3[nH]2)CN(C(=O)c2ccncc2)CC4)cc1 | -12% | i | u | -24% | -9% | 0 | -2%
Cc1ccccc1C1CCCN(C(=O)CCC2(Cc3ccc(F)cc3)CCC(=O)N2)C1 (stereo not drawn) | 2% | 3% | -2% | 8% | 0% | 17 | i
Cc1ccc(-n2c(/C=C/c3c(C)n(C)c4ccccc34)nc3ccccc3c2=O)cc1 | 4% | x | 13% | x | x | -9 | x
COC1CCOC2(CCN(C(=O)c3cc(-c4ccc(F)cc4)n[nH]3)CC2)C1 (stereo not drawn) | 3%[12.5 µM] | 3% | 2% | -16% | -18% | -15 | u
COC[C@@H]1CN(Cc2ccc3cc[nH]c3c2)C[C@H]1c1nc(C)no1 | -2% | i | -21% | -5% | -15% | -8 | -14%
O=C1CC2(CCN(C(=O)c3ccc(Cl)cc3)CC2)Oc2cc(Cl)ccc21 | -3% | i | -11% | x | u | -2 | u
Cc1ccc(S(=O)(=O)c2nc(-c3cccs3)oc2SC(C)c2ccccc2)cc1 (stereo not drawn) | 2% | x | 9% | x | x | -5 | x
COc1ccccc1NC(=O)C1=C(C)Nc2ncnn2C1c1ccccc1C(=O)O (stereo not drawn) | -14% | x | u | x | x | 17 | x
COCCCNC(=O)c1ccc2nnc(-c3cc(C(F)(F)F)cc(C(F)(F)F)c3)n2c1 | 7% | i | 3% | x | u | 14 | u
CC(C)c1cc2c(c(O)c1O)[C@@]13CCCC(C)(C)C1[C@@H](O)[C@@H]2OC3=O (stereo partly drawn) | -23% | i | x | x | x | -9 | x
COc1ccc(C(=O)N2C[C@H](C(N)=O)[C@H]3c4ccccc4N(C)C(=O)[C@]32C)cc1OC | -13%[23.9 µM] | 2%[27.3 µM] | 21%[25.6 µM] | x | u | -6 | u
Cc1ccc(-c2nc3sc(CCNC(=O)c4ccc(C)c(C)c4)c(C)n3n2)cc1 | -3% | x | 64%[activator] | x | x | 19 | x
CCOC(=O)c1cnc2c(ccc3ccccc32)c1Nc1ccccc1OCC | -4% | x | 35%[activator] | x | x | -11 | x
Cc1ccc(OCc2nc(C3CN(C(=O)c4ccc5[nH]ccc5c4)C3)no2)cc1 | -2% | -23% | 28% | x | u | -14 | u
CCC(=C(c1ccc(O)cc1)c1ccc(OCCNC)cc1)c1ccccc1 | -19% | -12% | -40% | x | x | x | x
COCc1cc(CNC(=O)C2NCCc3[nH]cnc32)[nH]n1 (stereo not drawn) | 1% | -31% | -3% | -10% | 2% | 0 | 1%
Cc1ccc(CN2CCCC23Cc2ccccc2CNC3=O)cc1C (stereo not drawn) | 6% | 5% | -7% | x | u | 1 | u
CCCNC(=O)c1ccc(-n2c(-c3ccccc3)cc3c2CCC(C)C3)cc1 (stereo not drawn) | -21% | x | u | x | x | 15 | x
C=C1C(=O)OC2C1C(O)CC1(C)C(O)CCC(C=O)C21 (stereo not drawn) | -14% | 3% | x | x | x | -3 | x
Cn1c2c(c3ccccc31)CN(C(=O)Nc1ccccc1F)CC2 | -2% | -18% | 48%[activator] | u | 45µM* | -10 | 35µM*
COc1ccc(Cl)cc1NC(=O)CCC1CCCN(C(=O)CN2CCOC2=O)C1 (stereo not drawn) | -5% | i | 20% | -8% | -1% | -6 | -2%
COc1ccccc1C(=O)N1CCC(c2nnc3n2C(C(=O)O)CC3)CC1 (stereo not drawn) | -9% | u | -20% | x | i | 5 | i
O=C(NC1CCOCC1)c1ccnc(-c2nnc3ccc(Nc4ccccc4)nn23)c1 | 8%[87.6 µM] | 1%[88.5 µM] | -19%[87.6 µM] | -23%[172 µM] | -23%[172 µM] | -18 | u
CCOc1ccc(NC(=O)Cn2c(=O)n(Cc3nc(-c4ccccc4)no3)c(=O)c3cc4c(cc32)OCO4)cc1 | -11% | x | 4% | x | x | -3 | x
Cc1ccc(C(=O)N2CCC3(CC2)COc2ccccc2CN3)cc1 | -2% | i | u | 6% | -4% | 22 | -8%
COc1ccc2c(C)cc(SCC(=O)Nc3nsc(-c4ccc(C(C)(C)C)cc4)n3)nc2c1 | 11% | x | 170%[activator] | x | x | 23 | x
Cc1noc(-c2nnn3c2COC(c2ccc(F)cc2)C3)n1 (stereo not drawn) | 2% | i | -6% | 3% | 2% | 2 | -4%
CN1C[C@@H](F)[C@@H](OCc2nc3ccc(C(F)(F)F)cc3[nH]2)C1 | 7%[87.6 µM] | -12%[88.5 µM] | 158%[activator][87.6 µM] | 50µM* | -24%[172 µM] | -1 | u
Cc1cn2nnc(C(=O)N3CCC(C(=O)Nc4ccc(Cl)cc4)CC3)c2c(=O)[nH]1 | -3% | -9% | 19% | -14% | 5% | 8 | 2%
COc1ccc(CNS(=O)(=O)c2ccc3c(c2)NC(=O)C(C)C(=O)N3)cc1 (stereo not drawn) | 12% | x | 45%[activator] | x | x | 30 | x
O=C(CCc1nnn2c1CNCC2)N1CCOCC1 | 0% | i | -4% | 4% | -5% | -7 | i
CCc1ccc(CNC(=O)c2cc3n(n2)CC(c2ccc(Cl)cc2)OC3)cc1 (stereo not drawn) | -4% | 0% | -24% | -15% | u | 18 | 40µM*

Given with values under each structure: part of the list above.
Results follow in this order: HEK293 viab | GPT2 inhibitor | SNCA expr inhib | Luciferase inh | HEK293 tox | IP6K1 inhibitor | 3T3 cytotox
> Cc1ccc(C(=O)N2CCC3(CC2)COc2ccccc2CN3)cc1
  -2% | i | u | 6% | -4% | 22 | -8%
> COc1ccc2c(C)cc(SCC(=O)Nc3nsc(-c4ccc(C(C)(C)C)cc4)n3)nc2c1
  11% | x | 170%[activator] | x | x | 23 | x
> Cc1noc(-c2nnn3c2COC(c2ccc(F)cc2)C3)n1 (stereo not drawn)
  2% | i | -6% | 3% | 2% | 2 | -4%
> CN1C[C@@H](F)[C@@H](OCc2nc3ccc(C(F)(F)F)cc3[nH]2)C1
  7%[87.6 µM] | -12%[88.5 µM] | 158%[activator][87.6 µM] | 50µM* | -24%[172 µM] | -1 | u

Next structures
mol | HEK293 viab | GPT2 inhibitor | SNCA expr inhib | Luciferase inh | HEK293 tox | IP6K1 inhibitor | 3T3 cytotox
Cc1cccc(NC(=O)NCCn2c(=O)oc3ccc(C)cc32)c1 | 9% | x | 18% | x | x | 4 | x
CCOc1ccccc1CN1CCCC(c2nc(-c3cccnc3)no2)CCNC(=O)CC1 (stereo not drawn) | -4% | -5% | 1% | 6% | u | 1 | u
CC(NC(=O)CCCC1=NS(=O)(=O)c2ccccc2N1)c1ccccc1 (stereo not drawn) | 6% | x | 6% | x | x | 8 | x
O=C(NCc1cccnc1)C1CC(=O)N(c2n[nH]c3ccccc23)C1 (stereo not drawn) | 5% | i | -6% | -4% | -6% | 23 | i
O=C(Nc1ccc(Br)cc1F)N1CCC(CN2CCCC2)CC1 | 5% | x | 19% | x | x | 36 | x
CCC1CCCCN1CCCNC(=O)CCc1cc2cc(OC)ccc2[nH]c1=O (stereo not drawn) | 4% | i | 8% | 5% | 16% | 14 | i
O=C(NCCc1ccccc1)c1ccc(CSc2nc3cccnc3n2Cc2ccc(F)cc2)cc1 | -13% | x | 31%[activator] | x | x | 2 | x
Cc1oc(-c2cccc(Oc3ccccc3)c2)nc1CN1CCC(C#N)CC1 | 3% | i | -7% | -9% | u | 5 | u
CCc1ccc(S(=O)(=O)N2CCC(n3cnnc3-c3ccccc3)CC2)cc1 | -7% | i | 11% | x | u | -2 | u
COc1ccc(-c2cc(N3CCCC(NC(=O)c4cc(C)cc(C)c4)C3)n[nH]2)cc1 (stereo not drawn) | -3% | u | -9% | u | 45µM* | 0 | 40µM*
O=C(Nc1ccc(F)cc1)N1CCN2C(=O)N(C3CCOCC3)C[C@H]2C1 | -6%[87.6 µM] | 3%[88.5 µM] | 25%[87.6 µM] | 4%[172 µM] | 3%[172 µM] | 13 | -8%[138 µM]
COc1ccc(Cl)cc1NC(=O)c1c(NCc2ccc(C)o2)sc2c1CCC(C)C2 (stereo not drawn) | -1% | x | u | x | x | 12 | x
COc1ccc(S(=O)(=O)c2cnc3cc(OC)c(OC)cc3c2N2CCCC(C)C2)cc1 (stereo not drawn) | u | x | u | x | x | -18 | x
COC[C@H]1NC(=O)CC[C@H]1C(=O)N1CCN(c2cccc(OC)c2)CC1 | 12% | i | 1% | x | 1% | 11 | 0%
O=C(O)CCn1ncc2cc(OC3CCN(C(=O)OCc4ccccc4)CC3)ccc21 | 3%[87.6 µM] | -9%[88.5 µM] | -2%[87.6 µM] | u | -19%[172 µM] | 3 | u

Screens (PubChem)
